# Screens as filed in PubChem BioAssay.
# KCNQ1 inh: inhibitors of human KCNQ1 channel, primary screen, cell-based, thallium flux, high-throughput. Potassium voltage-gated channel subfamily KQT member 1 (Homo sapiens), P51787. CHO-K1 KCNQ1, FluxOR thallium flux fluorescence; hits give high values. B-score at 10 µM. actives 1.3% (n = 310,000);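 active means compounds whose thallium flux B-score, printed positive for inhibition, exceeds three library SD while starting fluorescence stays within three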;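 further: channel opened by potassium depolarization with thallium stimulus after 20 min compound exposure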
# KCNK3 inh: human KCNK3 channel inhibitors, primary screen, CHO cells, FluxOR thallium flux, B-score. Potassium channel subfamily K member 3 (Homo sapiens), O14649. FluxOR fluorescence; hits give low values. B-score at 10 µM. actives 0.84% (n = 340,000). AID 602410, 2012;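 active means B-score under library mean minus 4 SD, starting fluorescence ratio at most library mean plus 5 SD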;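 further: more negative B-score means stronger inhibition of thallium flux through KCNK3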
# RGS4 inh: RGS4 inhibitors, primary screen, cell-based, HEK293 M3R inducible RGS4, calcium flux. Regulator of G-protein signaling 4 (Homo sapiens), P49798. Fluo-4 calcium flux; hits give high values; triggered by carbachol at its EC20. B-score at 10 µM. actives 0.45% (n = 310,000). AID 463165, 2010;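 active means B-score, a plate-corrected calcium signal, over three deviations above library mean, with baseline fluorescence within five deviations of library mean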;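 further: RGS4 expression induced by doxycycline in cells with stable M3 receptor; B-score is computed from the integrated fluorescence ratio over baseline after carbachol; higher B-score means a larger calcium signal and so more RGS4 inhibition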
# Target sequence (P49798 whole entry, looked up): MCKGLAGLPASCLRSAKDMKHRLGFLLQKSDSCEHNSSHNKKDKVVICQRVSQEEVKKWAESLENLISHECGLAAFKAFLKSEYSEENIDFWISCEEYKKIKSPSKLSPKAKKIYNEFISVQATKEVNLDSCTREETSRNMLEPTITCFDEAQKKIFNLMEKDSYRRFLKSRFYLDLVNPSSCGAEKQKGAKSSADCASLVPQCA
# SKKanGAS inh: S. pyogenes SKKanGAS growth inhibitors in kanamycin, primary screen, streptokinase expression inhibitor project, SKKanGAS strain, BacTiter-Glo luminescence; 6 h; inhibition, % at 7.5 µM; actives 1.3% (n = 300,000);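 active means mean replicate score, as percent of positive control median, at least 50; inconclusive means mean below 50 but one replicate at or above 50; inactive means mean and every replicate below 50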;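 further: strain carries kanamycin resistance gene driven by streptokinase promoter and grows in 40 µg/ml kanamycin; loss of luminescence reflects streptokinase promoter inhibition or plain growth inhibition; 0% = median of DMSO wells and 100% = positive control at its reference dose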
# hERG protect: hERG rescue from dofetilide block, primary screen, cell-based, CHO-hERG, FluxOR thallium flux, dofetilide IC70; dofetilide IC70 present; activation (rescue from dofetilide block), less the hit threshold, % at 10 µM; actives 0.51% (n = 310,000);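 active means activation above the mean of controls blocked by dofetilide plus 5 SD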;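 further: thallium influx through hERG after potassium depolarization seen as dye fluorescence rise; in these data hits start at about 4.7%; inactives centre near -7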
# KCNQ1 act: potentiators or activators of KCNQ1 channel, primary screen, cell-based, thallium flux, high-throughput; Potassium voltage-gated channel subfamily KQT member 1 (Homo sapiens), P51787; CHO-K1 KCNQ1, thallium flux FluxOR fluorescence; hits give high values; B-score at 10 µM; actives 0.35% (n = 310,000); AID 2648, 2010;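 active means fluorescence ratio B-score, a plate-corrected score, at least three library SD, with initial intensity B-score within 5 SD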
#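 System: Stable KCNQ1 CHO-K1 line | Incubation: 90 min dye loading and 20 min compound exposure, both at room temperature | Measure: Ratio B score | Medium: Assay buffer for compound exposure, DMSO matched across wells | Compound dosing: Single-concentration screen | Probe or stimulus: K+/Tl+ depolarizing stimulus | Measured by: Kinetic FluxOR fluorescence, 10 s baseline plus 110 s post-stimulus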
# KCNK9 inh: KCNK9 potassium channel inhibitors, primary screen, HEK293 cells, thallium flux; actives 1.2% (n = 310,000); B-score at 10 µM; FluxOR thallium flux fluorescence; hits give low values;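 active means ratio B-score over 3 SD below the library mean, with starting fluorescence within 5 SD of its mean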;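 further: negative B-score means less thallium flux so channel inhibition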
# Target sequence (Q9NPC2 whole entry, looked up): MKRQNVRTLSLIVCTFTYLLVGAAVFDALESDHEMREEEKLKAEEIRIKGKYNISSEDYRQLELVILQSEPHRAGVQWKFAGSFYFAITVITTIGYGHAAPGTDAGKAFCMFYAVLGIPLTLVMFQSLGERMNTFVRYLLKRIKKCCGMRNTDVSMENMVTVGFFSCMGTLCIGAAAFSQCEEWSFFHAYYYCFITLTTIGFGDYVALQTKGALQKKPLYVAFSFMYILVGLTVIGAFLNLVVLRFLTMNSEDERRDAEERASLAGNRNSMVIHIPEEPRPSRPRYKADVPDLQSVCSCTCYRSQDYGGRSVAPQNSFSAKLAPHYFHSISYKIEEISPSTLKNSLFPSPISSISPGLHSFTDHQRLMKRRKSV
# RGS4 pot: RGS4 potentiators or activators, primary screen, cell-based, HEK293 M3R inducible RGS4, calcium flux | B-score at 10 µM | AID 463111, 2010 | actives 0.92% (n = 310,000) | carbachol calcium flux Fluo4; hits give low values;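 active means B-score of the integrated calcium signal more than 4 SD below the library mean, with starting fluorescence not abnormally high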;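 further: negative B-score means reduced calcium response which marks RGS4 activation or potentiation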
#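 Material: Inducible-RGS4 HEK293 cells carrying M3 receptor; also added: carbachol at ECmax as muscarinic agonist stimulus; incubation: compound preincubation 20 min at room temperature before agonist; signal: Fluo4-AM (2 µM) calcium-flux fluorescence, kinetic read; measure: integrated calcium ratio converted to B score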
# ANO1 block: TMEM16A chloride channel inhibitors, primary screen, cell-based, HTS; HEK293 TMEM16A/YFP iodide influx fluorescence, ionomycin; normalized B-score (activity score, 25-100; higher = stronger inhibition) at 10 µM; actives 1.2% (n = 310,000); AID 588511, 2011;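 active means ratio plate-corrected score three or more library SD toward inhibition, starting fluorescence score within five deviations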;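 further: score derived from kinetic fluorescence span divided by baseline fluorescence per well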
# HDAC3 inh: HDAC3 deacetylase inhibitors, primary screen, biochemical, fluorescence, cell-free homogeneous; Histone deacetylase 3 (Homo sapiens), O15379; recombinant HDAC3, fluorogenic peptide/trypsin coupled; inhibition, % at 8.3 µM; actives 0.15% (n = 320,000); in the data active means inhibition above about 26%, passing the limit was not always enough; inconclusive means no clear call, values can overlap the other calls
# Target sequence (O15379 whole entry, looked up): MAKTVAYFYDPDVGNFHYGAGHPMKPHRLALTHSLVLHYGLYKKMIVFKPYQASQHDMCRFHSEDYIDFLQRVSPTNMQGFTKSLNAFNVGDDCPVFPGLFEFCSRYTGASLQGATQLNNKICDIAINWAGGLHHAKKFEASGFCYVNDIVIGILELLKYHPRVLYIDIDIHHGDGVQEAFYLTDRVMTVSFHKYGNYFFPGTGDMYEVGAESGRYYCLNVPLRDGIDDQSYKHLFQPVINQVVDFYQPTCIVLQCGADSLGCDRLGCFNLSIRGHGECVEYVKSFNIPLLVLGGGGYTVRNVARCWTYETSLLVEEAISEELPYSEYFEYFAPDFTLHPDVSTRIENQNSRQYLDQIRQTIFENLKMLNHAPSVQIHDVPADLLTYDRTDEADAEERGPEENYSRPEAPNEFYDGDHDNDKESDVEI
# ANO1 activ: TMEM16A chloride channel activators or potentiators, primary screen, cell-based, HTS; Anoctamin-1 (Mus musculus), Q8BHY3; HEK293 TMEM16A/YFP-H148Q/I152L, iodide quench fluorescence; hits give low values; B-score at 10 µM; actives 0.3% (n = 340,000);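 active means fluorescence-ratio B-score plate-corrected deviation score at least 3 library SD below zero, with starting fluorescence score within 5 deviations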;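 further: channel opened by trigger with iodide after compound preincubation; score built on the fluorescence ratio of max minus min over baseline; more negative score means more quench and so TMEM16A activation or potentiation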
# Active calls of the source: *; i = inactive; ? = inconclusive; . = not tested or not shown.
SMILES,ANO1 block,SKKanGAS inh,KCNQ1 inh,ANO1 activ,HDAC3 inh,RGS4 pot,KCNQ1 act,hERG protect,KCNK9 inh,RGS4 inh,KCNK3 inh
CCOc1cc(C2C3=C(CCCC3=O)Nc3ccc4ncccc4c32)ccc1O (stereo not drawn),i,-17,i,i,5,i,i,-8,i,i,i
O=C(NCC(=O)N1CCOCC1)c1ccccc1,i,1,i,i,-2,i,i,-3,i,i,i
Cc1ccc(CN2C(=O)C(Cc3ccccc3)Nc3ncnc(N4CCCCC4)c32)cc1 (stereo not drawn),i,1,i,i,0,i,i,-8,-14*,i,i
CC(C)(C)C(=O)COC(=O)c1cc2ccccc2cc1O,i,-5,i,i,7,i,i,-11,i,i,i
Cc1sc2ncnc(N/N=C/c3ccc(O)cc3)c2c1C,i,-2,i,i,5,i,i,-11,i,i,i
O=C(c1cc(F)ccc1F)C1CCCN(C(=O)c2ccc3nccnc3c2)C1 (stereo not drawn),i,-6,i,i,-1,i,i,-12,i,i,i
O=C(CN(C1CCCCC1)C1CCCCC1)N1CCc2ccccc2C1,i,30,i,i,6,i,i,-10,i,i,i
O=C1OC(Nc2ccc(Cl)cn2)c2ccccc21 (stereo not drawn),i,1,i,i,3,i,i,-3,i,i,i
CCN(CC)c1ccc(/C=N/NC(=O)C2CC2)cc1,i,-10,i,i,-4,i,i,-3,i,i,i
O=C(COC(=O)C1=Cc2ccccc2OC1)NC1CCCC1,i,-9,i,i,-2,i,i,-2,i,i,i
COC(=O)c1nn(-c2cccc(Cl)c2)cc(OC)c1=O,i,-1,i,.,2,i,i,-3,i,i,i
O=C(CN1C(=O)C2(OCCCO2)c2ccccc21)NCc1ccccc1,i,7,i,i,1,i,i,-15,i,i,i
Cc1cc(F)c(F)c(C(=O)N2CCOCC2)c1,i,1,i,i,5,i,i,3,i,i,i
CC(C)c1ccc(NC(=O)CSc2nc3ccsc3c(=O)n2Cc2ccc(C(=O)O)cc2)cc1,i,19,i,i,3,i,i,-5,i,i,i
COc1ccc(NCc2nnc(SCC(=O)c3ccc(OC)cc3)n2C)cc1,i,-5,i,i,12,i,i,-12,i,i,i
Cc1ccc(Nc2nc(N)nc(CC#N)n2)cc1,i,5,i,i,6,i,i,0,i,i,i
CN(C(=O)c1ccc(OC2CCN(S(=O)(=O)N(C)C)CC2)cc1)C1CCCCC1,i,8,i,i,-6,i,i,-10,i,i,i
O=C(NC1CCC(O)CC1)c1ccc(S(=O)(=O)NCc2ccco2)cc1 (stereo not drawn),i,-8,i,i,0,i,i,-4,i,i,i
O=C(NCc1ccco1)/C(=C/c1ccco1)NC(=O)c1ccccc1,i,0,i,i,6,i,i,-3,i,i,i
O=C1CSC(c2cccc([N+](=O)[O-])c2)N1c1ccc(O)cc1 (stereo not drawn),i,1,i,i,1,i,i,-15,i,i,i
COc1ccc(CCC(=O)N2CCN(c3ccc([N+](=O)[O-])cc3)CC2)cc1OC,i,0,i,i,2,i,i,-11,i,i,i
CCO[C@@H]1OC(C(=O)O)=C[C@H](c2ccccc2)[C@H]1CCCO,i,-1,i,i,-1,i,i,-6,i,i,i
O=C(CCn1cnc(-c2ccccc2)c1-c1ccccc1)N/N=C/c1ccccc1O,i,76*,i,i,1,i,i,-18,i,i,i
CCSc1c([N+](=O)[O-])c(=O)n(-c2ccccc2)c2ccccc12,i,-1,i,i,-2,i,i,-6,i,i,i
Cc1cccnc1NC(=S)Nc1ccc(F)cc1F,i,0,i,i,-1,i,i,-3,i,i,i
O=C(Nc1cc2c3c(c1)CC(=O)N3CCC2)c1ccccc1Br,i,2,i,i,-1,i,i,-8,i,i,i
O=C(c1ccco1)N1CCN(Cc2ccc(Br)cc2)CC1,i,-6,i,.,5,i,i,-5,i,i,i
O=C(Nc1ccc2c(c1)OCO2)c1cc2nc(C3CC3)cc(C(F)(F)F)n2n1,.,25,i,i,.,i,i,-4,i,i,i
O=C(NCCC(c1ccccc1)c1ccccc1)c1cccs1,i,3,i,i,-2,i,i,-4,-7*,i,i
CN1CCN(C(=O)C2=C[C@H](c3ccc4c(c3)OCO4)C[C@H](OCCCCO)O2)CC1,i,-2,i,i,0,i,i,-4,i,i,i
Cc1ccc(-c2nnn(CC(=O)N(c3ccccc3F)C(CC(C)C)C(=O)NCC3CCCO3)n2)cc1 (stereo not drawn),i,7,i,i,16,i,i,-12,i,i,i
O=C(O)CCCN1C(=O)C2C3c4ccccc4C(c4ccccc43)[C@@H]2C1=O (stereo partly drawn),i,1,i,i,0,i,i,-6,i,i,i
Cc1cc(=O)[nH]c(Nc2ccc(C(=O)OC(C)C)cc2)n1,i,-1,i,i,1,i,i,-10,i,i,i
Cc1occc1C(=O)N/N=C/c1ccc(-c2cccc([N+](=O)[O-])c2)o1,i,-6,i,i,9,i,i,-7,i,i,i
O=C(Nc1ccc(F)cc1)c1sc(Cl)nc1-c1ccccc1,i,12,i,i,6,i,i,-9,i,i,i
CCOC(=O)CCCNC(=O)COC(=O)c1ccc(O)cc1,i,1,i,i,2,i,i,-1,i,i,i
COc1cc(C(=O)NCC(=O)N/N=C/c2cccc(OC(=O)c3ccco3)c2)cc(OC)c1OC,i,5,i,i,?,i,i,-7,i,i,i
COc1ccc(/C=C/C(=O)NC2CCCCCCC2)cc1S(=O)(=O)N1CCOCC1,i,1,i,i,8,i,i,-11,i,i,i
O=C(CC1C(=O)NCCN1Cc1cccc(C(F)(F)F)c1)NCCc1cnccn1 (stereo not drawn),i,11,i,i,-2,i,i,-13,i,i,i
O=C(NC1CCS(=O)(=O)C1)c1ccc(Br)o1 (stereo not drawn),i,-2,i,i,6,i,i,-5,i,i,i
C=CCn1c(SCc2ccccc2)nnc1-c1cccnc1,i,-1,i,i,6,i,i,-13,i,i,i
CC(=O)Nc1ccc(NC(=O)c2ccccc2F)cc1,i,.,i,i,-2,i,i,-11,i,i,i
Cc1ccc(C)c(NS(=O)(=O)c2ccc(NC(=O)c3ccco3)cc2)c1,i,-8,i,i,-7,i,i,-4,i,i,i
CC1CCCN(C(=O)COC(=O)C2CCN(S(=O)(=O)c3c(Cl)cccc3Cl)CC2)C1 (stereo not drawn),i,-3,i,i,1,i,i,-11,i,i,i
Cc1ccc(NC(=S)N(Cc2ccccc2)C(C)C)cc1,i,-3,i,i,1,i,i,-4,i,i,i
COc1ccc(-c2c(NC(=O)c3ccco3)oc3ccccc3c2=O)cc1,i,-13,i,i,11,i,i,-7,i,i,i
Cc1cc(/C=C2/NC(=O)N(c3ccccc3)C2=O)c(C)n1C(C)C,i,7,i,i,1,i,i,-5,i,i,i
CC(C)(O)C#Cc1ncc(C(F)(F)F)cc1Cl,i,-4,i,i,0,i,i,-12,i,i,i
COc1ccc(CCNC(=O)CSCc2n[nH]c(=O)[nH]2)cc1OC,i,4,i,i,-2,i,i,-14,i,i,i
COc1cccc(N=Nc2c(=O)[nH]n3c(=O)c4c([nH]c23)CCC4)c1,i,31,i,i,-5,i,i,-14,i,i,i
O=C(Cc1ccc(S(=O)(=O)N2CCCC2)s1)N1CCN(c2ccc(F)cc2)CC1,i,-7,i,i,1,i,i,-2,i,i,i
CCOc1nc(-c2ccccc2)ccc1-c1noc(-c2ccncc2)n1,i,-3,i,i,-4,i,i,-3,i,i,i
CCS(=O)(=O)c1nc(S(=O)(=O)c2ccc(Cl)cc2)c(N2CCc3ccccc3C2)s1,i,2,i,i,6,i,i,-10,i,i,i
Cc1cccc(N(C(=O)c2snc(C(N)=O)c2N)C(C(=O)NC2CCCC2)c2ccc(C)o2)c1 (stereo not drawn),i,6,i,i,-5,i,i,-5,i,i,i
CNC(=S)N(CCc1cccc(C)c1)Cc1cc2cc(OC)c(OC)cc2[nH]c1=O,i,2,i,i,-8,i,i,-14,i,i,i
COc1ccccc1NC(=O)C(C)OC(=O)C1CCC(C(C)(C)C)CC1 (stereo not drawn),100*,33,7*,i,2,i,i,-5,-7.1*,i,i
C=CCn1c(CCCNC(=O)C(C)(C)C)nc2ccccc21,i,-7,i,i,.,i,i,-8,i,i,i
O=C(c1ccccc1)N1CCN(Cc2c[nH]c3ccccc23)CC1,i,7,i,i,20,i,i,-5,i,i,i
Cc1ccc(C)c(C(=O)CCC(=O)N2CCN(c3ncccn3)CC2)c1,i,-5,i,i,-1,i,i,-8,i,i,i
Cc1ccc(S(=O)(=O)Nc2ccc(NC(=O)c3cccs3)cc2)cc1,i,-13,i,i,4,i,i,-24,i,i,i
S=c1[nH]nc(-c2cccnc2)o1,i,5,i,i,3,i,i,-8,i,i,i

# One compound at a time, from the list above.
# CC(=O)Nc1ccc(NC(=O)c2ccccc2F)cc1 is listed with ANO1 block: i; SKKanGAS inh: .; KCNQ1 inh: i; ANO1 activ: i; HDAC3 inh: -2; RGS4 pot: i; KCNQ1 act: i; hERG protect: -11; KCNK9 inh: i; RGS4 inh: i; KCNK3 inh: i
# COc1cc(C(=O)NCC(=O)N/N=C/c2cccc(OC(=O)c3ccco3)c2)cc(OC)c1OC is listed with ANO1 block: i; SKKanGAS inh: 5; KCNQ1 inh: i; ANO1 activ: i; HDAC3 inh: ?; RGS4 pot: i; KCNQ1 act: i; hERG protect: -7; KCNK9 inh: i; RGS4 inh: i; KCNK3 inh: i
